Hsp90 Hop PPI – changes Hsp90-Hop TPR2A binding signal, up or down | hit rate 0.44% among 71,000 | AlphaScreen TPR2A-His6 binding biotin-Hsp90 C-terminal peptide | Potency, µM (titrated, usually from 57 µM), inactives show at the top dose activity change, negative = inhibition; active = well fitted curve in either direction with a large enough effect; inconclusive = small, poorly fitted or top-dose-only effect, or another doubt; also: potency is read from the fitted curve at half-maximal effect; % is scaled to controls: 0 for no effect and ±100 for the full control effect; many of its hits are not listed in these tables
ERK AVP inh – vasopressin-driven ERK pathway inhibition; Potency, µM (doses to about 57.5 µM), for the others: top-dose activity, negative = inhibition, most hits filed as inhibitors; hit rate 0.99% among 72,000; AID 995; HEK293-V1b, vasopressin-stimulated pERK AlphaScreen; also: potency is read from the fitted curve at half-maximal effect; % is scaled to controls: 0 for no effect and ±100 for the full control effect; nearly all actives have a fitted effect of over 55% in size
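HEK293 cells stably expressing V1b receptor, seeded overnight in 1% FBS, were treated with compounds for 30 min at 37C, then stimulated 5 min with 25 nM vasopressin; phospho-ERK read by AlphaScreen SureFire after lysis.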
Tau filament bind – tau filament binding. P10636. recombinant tau filaments, thioflavin S fluorescence, 15 h; filaments grown with octadecylsulfate alongside compound. Potency, µM (series often up to 57.1 µM), without a hit: top-dose activity change, negative = inhibition. hit rate 2% among 71,000;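 also: potency is read from the fitted curve at half-maximal effect; % is scaled to controls: 0 for no effect and ±100 for the full control effect; actives lower thioflavin S fluorescence by blocking filaments or displacing dye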
Target sequence (P10636 whole entry, looked up): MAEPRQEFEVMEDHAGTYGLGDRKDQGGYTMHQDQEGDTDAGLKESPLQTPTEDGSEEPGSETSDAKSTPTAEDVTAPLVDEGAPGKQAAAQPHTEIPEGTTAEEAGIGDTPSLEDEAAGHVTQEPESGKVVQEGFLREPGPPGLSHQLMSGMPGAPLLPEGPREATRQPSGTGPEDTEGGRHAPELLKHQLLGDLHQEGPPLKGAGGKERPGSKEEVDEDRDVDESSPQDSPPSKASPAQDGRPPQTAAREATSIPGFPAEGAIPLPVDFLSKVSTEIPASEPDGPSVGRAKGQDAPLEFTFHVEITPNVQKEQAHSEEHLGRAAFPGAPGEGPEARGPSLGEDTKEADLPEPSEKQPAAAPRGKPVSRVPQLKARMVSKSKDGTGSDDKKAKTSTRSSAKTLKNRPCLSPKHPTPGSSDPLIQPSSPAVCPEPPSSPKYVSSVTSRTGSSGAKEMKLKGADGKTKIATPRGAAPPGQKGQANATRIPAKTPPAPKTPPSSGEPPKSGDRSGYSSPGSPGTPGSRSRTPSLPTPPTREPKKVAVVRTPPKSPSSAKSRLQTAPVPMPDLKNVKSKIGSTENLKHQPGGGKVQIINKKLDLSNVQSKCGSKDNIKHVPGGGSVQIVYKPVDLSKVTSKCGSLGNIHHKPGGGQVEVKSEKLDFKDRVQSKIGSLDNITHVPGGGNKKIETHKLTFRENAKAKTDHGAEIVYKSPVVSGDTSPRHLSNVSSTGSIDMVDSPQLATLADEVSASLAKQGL
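ThS-based fibril read: tau 1 uM final, inducer ODS 30 uM final, 37 C for 15 h, ex 450/em 510 nm.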
Rhodamine fluor – compound autofluorescence in rhodamine spectral region; Rhodamine-region fluorescence, 547/598 nm, Tris buffer; stronger effect = higher value; max dye-equivalent concentration, M; hit rate 0.05% among 59,000; AID 594; in the data active = max dye-equivalent concentration above about 11 nM; inconclusive = between about 1.1 nM and that limit
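Read-out is relative fluorescence at 547 nm excitation and 598 nm emission, expressed as dye-equivalent concentration using rhodamine standards on every plate. Each compound was profiled across a concentration series after 15 min in 100 mM Tris, pH 8.0.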
DNA Pol III inh – blocks replication by bacterial DNA polymerase III holoenzyme | reconstituted DNA polymerase III holoenzyme replication, biochemical | hit rate 0.25% among 71,000 | Potency, µM (doses to about 57.1 µM), for the others: top-dose activity change, negative = inhibition; also: potency is read from the fitted curve at half-maximal effect; % is scaled to controls: 0 for no effect and ±100 for the full control effect
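Reconstituted *E. coli* holoenzyme (0.35 nM Pol III, 1 nM beta, 154 nM SSB, 2 nM primase) was preincubated with compound for 15 min at RT. Synthesis on 1.4 nM ssM13Gori ran 35 min, then was stopped with PicoGreen/EDTA and read as dsDNA fluorescence.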
CRE-bla Fsk – CRE-bla signaling modulation under forskolin stimulation; CHO CRE-bla reporter (cAMP response element driving beta-lactamase), forskolin EC10, beta-lactamase ratio; Potency, µM (titrated, usually from 38.2 µM), without a hit: at the top dose activity change, negative = inhibition, actives largely listed as activators; hit rate 2.5% among 71,000; active = well fitted activation curve with a large enough effect in the signal ratio, with a control signal flat, not every such curve was filed as active; inconclusive = small, poorly fitted or top-dose-only effect, or effect the other way, or a change in a side signal; the % refers to the signal ratio; also: potency is read from the fitted curve at half-maximal effect; % of control where 0% means no effect
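Modulation of forskolin signalling: compounds in titration series added with EC10 NKH 477 to CHO cells carrying a CRE-driven beta-lactamase reporter, 3 h, 37C. CCF4 FRET ratio (460/530 nm, ex 405 nm) gives %activity and AC50.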
HADH2 inh – HADH2 (human) dehydrogenase inhibition. recombinant HADH2, NADH fluorescence, beta-hydroxybutyryl-CoA. Potency, µM (highest dose often 57.1 µM), inactives show at the highest dose activity change, negative = inhibition, most hits filed as inhibitors. hit rate 3.4% among 73,000; also: potency is read from the fitted curve at half-maximal effect; % is scaled to controls: 0 for no effect and ±100 for the full control effect; nearly all actives have a fitted effect of over 60% in size; many of its hits are not listed in these tables
Target sequence (Q99714 whole entry, looked up, one chain of several): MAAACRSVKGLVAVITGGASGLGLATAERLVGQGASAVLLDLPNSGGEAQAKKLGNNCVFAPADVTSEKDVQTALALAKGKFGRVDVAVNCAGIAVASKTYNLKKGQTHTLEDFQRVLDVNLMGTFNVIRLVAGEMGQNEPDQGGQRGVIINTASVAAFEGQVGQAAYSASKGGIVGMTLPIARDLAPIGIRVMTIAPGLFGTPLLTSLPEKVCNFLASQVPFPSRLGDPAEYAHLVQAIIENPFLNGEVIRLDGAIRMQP
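E. coli-expressed His-tagged HADH2 tested at 20 nM in alkaline Tris buffer (pH 9.0); oxidation of 90 uM beta-hydroxybutyryl-CoA with 1 mM NAD+ tracked fluorimetrically for 4 min.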
FLuc inh – blocks Photinus pyralis firefly luciferase activity. P08659. purified firefly luciferase, luminescence, 8 min. Potency, µM (top dose mostly 57.1 µM), inactives show top-dose activity change, negative = inhibition, hits mostly inhibitors. hit rate 2.2% among 72,000. AID 411; also: potency is read from the fitted curve at half-maximal effect; % is scaled to controls: 0 for no effect and ±100 for the full control effect; nearly all actives have a fitted effect of over 40% in size
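Here, luciferase activity is measured as luminescence following an 8 min room-temperature reaction at 10 uM ATP, pH 7.2. Every library sample is titrated.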
HBB splicing – hemoglobin beta splicing modulation; HBB splicing reporter cell assay, activation; EGFP reporter with mutant IVS2-654 intron; response scale: normalised to 500 nM splice-correcting PNA; Potency, µM (series often up to 46.1 µM), inactives show top-dose activation, usual class: activators; hit rate 0.06% among 65,000; AID 925; also: potency is read from the fitted curve at half-maximal effect; 0% is about no effect
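HeLa cells stably expressing EGFP interrupted by mutant beta-globin intron 2 (IVS2-654), 500/well in 2% FCS. Treated with compound for 2 days at 37C. Splicing correction scored as total well GFP intensity (488 nm excitation, 500-520 nm emission); 500 nM antisense PNA served as control.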
TexasRed autofl – compound fluoresces in the Texas Red spectral region; Compound fluorescence, Texas Red channel, 547/618 nm; stronger effect = higher value; max dye-equivalent concentration, M; hit rate 0.06% among 59,000; AID 587; in the data active = max dye-equivalent concentration above about 10 nM; inconclusive = between about 1.1 nM and that limit
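Fluorescence at ex 547/em 618 nm, normalized against an on-plate Texas Red standard series to give dye-equivalent concentration per compound concentration. Buffer 100 mM Tris, pH 8.0; 15 min RT incubation before CCD imaging.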
ALOX15 inhib – 15-hLO (ALOX15) enzyme inhibition; hit rate 1.4% among 74,000; purified 15hLO-1, xylenol orange hydroperoxide absorbance; Potency, µM (doses to about 57.1 µM), inactives show at the top dose activity change, negative = inhibition, actives largely listed as inhibitors; AID 887; also: potency is read from the fitted curve at half-maximal effect; % is scaled to controls: 0 for no effect and ±100 for the full control effect; nearly all actives have a fitted effect of over 55% in size
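Compounds were preincubated 15 min at room temperature with 40 nM purified human enzyme (25 mM Hepes pH 7.5, 0.01% Triton X-100); 50 uM arachidonic acid reacted 6 min. Fe-xylenol orange detection, 30 min, absorbance ratio 573/405 nm.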
An asterisk follows results filed as active; i = inactive; ? = inconclusive; / = no result given; & = joins results of further samples; [ ] = another dose, or the depositor's remark. Unless noted, calls follow the shape of the dose curve; as a rule, active = well fitted curve in the direction sought with a large enough effect; inconclusive = small, poorly fitted or top-dose-only effect, or another doubt; inactive = no such curve, though single readings can be large; an effect the other way counts as inactive or inconclusive. This is a subset (hit frequency here may not be typical).

SMILES	Hsp90 Hop PPI	ERK AVP inh	Tau filament bind	Rhodamine fluor	DNA Pol III inh	CRE-bla Fsk	HADH2 inh	FLuc inh	HBB splicing	TexasRed autofl	ALOX15 inhib
COc1ccc(CC(=O)Nc2cc(Cl)ccc2O)cc1	-3.1%	-4.9%	0.2%	i	-5.7%	?	-2.6%	-6.0%	-0.4%	i	-18.6%
O=C1CC(c2ccccc2)CN1Cc1ccccc1 (stereo not given)	?	55.2%	-3.8%	/	0.3%	2.7%	7.5%	0.3%	1.7%	/	3.5%
Cc1ccc2nc(NC(=O)C3CCN(S(=O)(=O)c4ccc5c(c4)oc(=O)n5C)CC3)sc2c1	-5.2%[2.3 µM]	?	105.8%	/	-1.5%	1.6%	-1.0%	-5.4%	-0.7%	/	4.6%
Cc1ccc(S(=O)(=O)NCc2ccc(C(=O)N(C)CCC#N)cc2)cc1	-7.0%	-2.8%	13.8%	i	-9.1%	-5.9%	0.4%	0.4%	0.6%	i	3.6%
COc1ccccc1-n1c(C)nnc1SCC(=O)Nc1cccc(C(C)=O)c1	-4.3%	-0.5%	2.4%	i	-2.5%	-3.7%	-1.0%	1.3%	/	i	-7.2%
O=C(NCc1cccc(Cl)c1)c1cnccn1	-4.5%	?	-12.8%	i	-6.8%	-0.1%	-2.5%	1.5%	0.8%	i	-2.5%
O=C(N1CCOCC1)N1CCN(S(=O)(=O)c2ccccc2)C1	-0.2%	8.4%	-4.7%	i	-0.1%	-5.3%	5.1%	1.4%	-0.9%	i	11.0%
O=C(OCc1nnc(-c2ccccc2)o1)C1=COCCO1	0.3%	8.3%	5.6%	i	-0.9%	-4.6%	-1.2%	1.2%	-0.7%[57.5 µM]	i	-7.3%
CCN(CC)c1ccc(N2C(=O)c3ccccc3C2=O)cc1	-2.8%	-6.3%	?	/	2.3%	1.3%	0.5%	-1.9%	-0.2%	/	7.7%
COc1ccc(C)cc1NC(=O)CSc1nnc(-c2ccc(C)cc2)o1	?	26.6%	263.8%	/	1.8%	7.1%	9.3%	0.2%	-0.2%	/	-5.2%
CCn1c2ccccc2c2nnc(SCc3cc(=O)n4ccsc4n3)nc21	0.3%	8.5%	-11.8%	i	-8.5%	1µM*	4.4%	6.0%	-1.9%	i	-3.9%
O=C1c2ccccc2C(O)N1c1cccnc1 (stereo not given)	-4.5%[2.3 µM]	4.0%	-14.5%	/	0.1%	-4.2%	-11.8%	2.5%	1.4%	/	6.4%
C=CCCC(=O)Nc1ccc(COC(=O)N2CCOCC2)cc1	-2.8%	1.2%	-4.3%	i	-6.0%	-2.4%	-0.9%	-2.4%	-0.9%	i	5.6%
CCOC(=O)N1CCN(c2nc(-c3ccc(OC)cc3)no2)CC1	7.5%	13.4%	-1.1%	i	-0.8%	-7.5%	2.0%	-8.7%	-2.5%	i	0.1%
Nc1ccc(O)c(-c2nc3ccccc3s2)c1	-24.4%	-28.8%	3.16µM*	/	-7.1%	4.0%	31.6µM*	?	0.0%	/	?
COC(=O)c1cccc(N(C(=O)c2cnccn2)C(C(=O)NCc2ccccc2)c2ccco2)c1 (stereo not given)	-3.1%	16.7%	-7.5%	i	-5.6%	-7.6%	2.4%	0.8%	/	i	-1.8%
CC1(C)CC(=O)C2=C(C1)OC(N)=C(C#N)C2C1CC=CCC1 (stereo not given)	-0.3%	-17.3%	-11.2%	i	-1.5%	-2.1%	1.6%	2.4%	0.4%	i	31.6µM*
O=C(Cn1c(=O)sc2ccccc21)NCCOc1ccccc1F	-6.9%	13.6%	4.2%	i	-5.4%	0.0%	0.7%	-3.2%	-2.0%	i	14.7%
COc1ccc(C)cc1Nc1cc(C)nc2ncnn12	-0.2%	-26.7%	6.0%	/	-1.8%	13.9%	-4.8%	-0.4%	1.0%	/	-1.6%
O=C(Nc1cccc(Cl)c1)c1cnn2cccnc12	-4.6%	-25.3%	5.6%	i	-1.3%	6.6%	-3.3%	-25.6%	-1.0%	i	-0.5%
CC1CCCCC1NC(=O)CN1CCN(Cc2ccccc2Cl)C1=O (stereo not given)	-3.1%	12.7%	-2.0%	i	-0.3%	?	8.3%	0.0%	0.4%	i	9.5%
Cc1ccc(N2CC(C(=O)N3CCN(C(=O)c4ccco4)CC3)CC2=O)cc1 (stereo not given)	-6.1%	-6.7%	-5.4%	i	5.5%	-11.1%	3.8%	3.5%	-0.3%	i	5.5%
CCOc1ccccc1NC(=O)CN(c1ccc(C)cc1)S(=O)(=O)c1c(C)noc1C	1.4%	26.7%	-20.2%	i	-4.1%	18.3%	0.7%	1.2%	-0.5%	i	-5.2%
Cn1c(CCNC(=O)c2ccco2)nc2cc(NC(=O)c3ccco3)ccc21	-2.7%	-13.9%	12.7%	i	-5.1%	?	-21.9%	-17.6%	2.1%	i	-3.0%
CO[Si](CCCNCCC[Si](OC)(OC)OC)(OC)OC	-0.5%	-9.4%	-15.3%	/	-2.1%	-5.6%	6.7%	/	0.5%	/	-1.8%
Next structures.
SMILES	Hsp90 Hop PPI	ERK AVP inh	Tau filament bind	Rhodamine fluor	DNA Pol III inh	CRE-bla Fsk	HADH2 inh	FLuc inh	HBB splicing	TexasRed autofl	ALOX15 inhib
CC1CCN(CCNC(=O)c2ccc3c(=O)n(CCc4ccccc4)c(=O)[nH]c3c2)CC1	-1.8%	7.7%	4.2%	i	-2.6%	-2.1%	10.1%	3.1%	-0.1%	i	1.2%
Cc1ccc(Cn2c(CN3CC(C)OC(C)C3)nc3c2c(=O)[nH]c(=O)n3C)cc1 (stereo not given)	-3.3%	19.0%	-6.8%	i	-1.1%	?	-0.4%	3.3%	0.0%	?	4.0%
COC(=O)[C@H](C)NC(=O)C/C=C\[C@@H](C)[C@@H](CO)OC	/	12.4%[11.5 µM]	/	/	/	/	1.2%[11.4 µM]	0.2%[11.4 µM]	3.4%[9.22 µM]	/	7.1%[11.4 µM]
CC1CCCC(C)N1CCNC(=O)CCn1nc(-c2ccccc2)ccc1=O (stereo not given)	-2.9%	11.3%	1.2%	i	-4.0%	-10.0%	4.9%	0.2%	-1.2%	i	-4.2%
COC(=O)C/C=C\[C@H](C)[C@H](CO)NS(=O)(=O)c1ccc(C)cc1	/	11.2%[11.5 µM]	/	/	/	/	3.2%[11.4 µM]	2.0%[11.4 µM]	0.1%[9.22 µM]	/	7.8%[11.4 µM]
COc1ccc(OC)c(NC(=O)Cn2cccc2)c1	-11.7%	?	-21.7%	i	-10.5%	6.2%	-1.7%	-4.6%	-1.4%	i	9.6%
O=c1c(-c2ccccc2)nc2cnc(N3CCNCC3)nc2n1Cc1cccs1	-0.6%	28.5%	5.01µM*	i	-7.2%	?	11.1%	1.3%[11.4 µM]	-1.3%	i	-3.0%
C=CCN1C(=O)C(C)(C)Nc2ccccc21	-14.6%	4.4%	-12.2%	i	-9.5%	-0.3%	-6.8%	3.5%	/	i	3.8%
COc1cccc2cc(NC(=O)C3CCCCC3)c(=O)oc12	0.3%	19.9%	-1.9%	i	0.4%	?	-22.3%	0.2%	2.4%	i	-3.8%
COc1cc(C(=S)N2CCCCC2)ccc1OCC(=O)N1CCCC1	-4.9%	-8.1%	-9.5%	i	-4.6%	0.4%	-22.5%	3.0%	2.8%	i	-5.0%
Cc1cnc(CNc2cc(-c3ccccc3C)ncn2)cn1	-2.9%	24.7%	-8.1%	i	-12.6%	7.1%	-5.0%	-0.9%[2.29 µM]	-0.3%	i	3.8%
COC(=O)c1ccc(Oc2c(C)oc3c(CN4CCN(C)CC4)c(O)ccc3c2=O)cc1	-0.8%	-7.5%	-9.9%	i	0.8%	8.0%	-165.3%	2.4%	10.3%[0.369 µM]	i	8.9%
CCOC(=O)c1ccc(Oc2nc(SC)nc(N(C)C)n2)cc1	?	71.4%[activator]	8.1%[11.4 µM]	/	-2.0%[11.4 µM]	?	-0.5%[11.4 µM]	0.6%	0.0%[0.0738 µM]	/	-12.9%[11.4 µM]
O=C(O)c1cc(S(=O)(=O)N2CCCCCC2)ccc1Cl	-1.2%	-6.9%	3.5%	/	-2.3%	0.5%	-8.0%	1.9%	0.2%	/	3.5%
CNC(=O)[C@@]1(C)C=C[C@@H](Cc2ccccc2)N1C(C)=O	-8.3%	29.7%	19.1%	/	1.3%	-7.1%	0.1%	/	0.7%	/	-4.9%
CCCCn1c(SCC(=O)NCc2cccs2)nc2c1c(=O)n(C)c(=O)n2C	1.5%	2.3%	4.7%	i	-5.1%	8.4%	-5.9%	2.2%	/	i	22.5%
COc1cccc(-c2nc(CS(=O)(=O)CC(=O)N3CCc4ccccc4C3)c(C)o2)c1	-4.7%	?	10.8%	/	3.0%	-13.6%	-5.9%	0.4%	-1.2%	/	-3.5%
Oc1cc2c(cc1O)CN(C(=S)NCCc1ccc(Cl)cc1)CCC2	-8.1%&-27.1%	?	?	i	-2.7%&-0.4%	-12.9%&-15.4%	0.631µM*	-18.6%&-8.0%	-4.9%	i	?
